Diaph inh CS = inhibits diaphorase or chemically oxidizes, flagging diaphorase assay artifacts; diaphorase resazurin-to-resorufin fluorescence, NADH, 16 min; bacterial (C. kluyveri) enzyme, not human; inhibition, % at 20 µM; 190,000 compounds, 0.69% hits;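 active = primary screen inhibition at 20 µM above a set limit, cut at about 50% in these data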;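 note: plate controls were DMSO with full reaction for no effect and wells lacking NADH for full effect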
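Detection: fluorescence of resorufin formed from resazurin, Ex 544/Em 590 nm; test system: Clostridium kluyveri diaphorase enzyme; amount: 0.14 U/mL diaphorase, enzyme working solution; times: 16-min room-temperature incubation before reading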
PPARg SRC3 recr = PPARgamma-driven SRC-3 recruitment agonism; P37231; biochemical PPARgamma/SRC-3 coactivator recruitment assay; activation, % at 8 µM; 200,000 compounds, 0.26% hits; AID 731; in the data active = activation above about 23%;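 note: 0% = DMSO and 100% = reference agonist; some compounds past the cut are filed as inactive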
Target sequence (P37231 whole entry, looked up): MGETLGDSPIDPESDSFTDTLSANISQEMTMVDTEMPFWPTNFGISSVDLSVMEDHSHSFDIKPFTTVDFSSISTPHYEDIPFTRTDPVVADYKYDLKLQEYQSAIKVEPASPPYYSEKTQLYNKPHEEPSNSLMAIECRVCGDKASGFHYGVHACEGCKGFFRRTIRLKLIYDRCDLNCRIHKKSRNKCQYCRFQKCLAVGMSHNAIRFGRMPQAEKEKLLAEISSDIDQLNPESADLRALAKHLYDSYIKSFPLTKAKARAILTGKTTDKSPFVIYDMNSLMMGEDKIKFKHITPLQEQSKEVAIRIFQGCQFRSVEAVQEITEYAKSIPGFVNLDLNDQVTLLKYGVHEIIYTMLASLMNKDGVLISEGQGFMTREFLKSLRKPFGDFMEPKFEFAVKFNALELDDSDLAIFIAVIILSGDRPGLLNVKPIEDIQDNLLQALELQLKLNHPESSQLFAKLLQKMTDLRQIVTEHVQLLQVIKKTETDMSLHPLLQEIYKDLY
PMI act = increases human mannose-6-phosphate isomerase activity; P34949; purified human PMI, coupled resazurin fluorescence, 20 min; stronger effect = higher value; 1 = vehicle control, 0 substrate-free wells; activation factor at 20 µM; 190,000 compounds, 0.005% hits; AID 1214;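 active = activation factor of 2 or more at 20 µM, relative to plate controls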
G6PDH CS = inhibits Leuconostoc G6PDH, flagging false hits in G6PDH-based assays | Purified L. mesenteroides G6PDH, diaphorase/resazurin coupled fluorescence, 45 min | inhibition, % at 5 µM | 200,000 compounds, 0.12% hits | AID 1020; in the data active = inhibition above about 50%
PMI act hi M6P = PMI (human) activation, high substrate | P34949 | 190,000 compounds, 0.34% hits | coupled PMI enzyme assay, resazurin fluorescence, 20 min; stronger effect = higher value; 1 = untreated enzyme, 0 = substrate-free blank | activation factor at 20 µM;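 active = activation factor of 2 or more at 20 µM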
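Material: human phosphomannose isomerase with PGI, G6PDH, diaphorase coupling enzymes. Quantity: 15 ng/mL PMI. Medium: HEPES pH 7.4 buffer with MgCl2 and Tween-20. Reagent: Near-saturating mannose-6-phosphate, 1.0 mM. Compound: 20 µM single dose. Times: enzyme reaction with compound 20 min at room temperature. Detection: resorufin fluorescence at Ex 544/Em 590 nm.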
Diaphorase act = activates diaphorase or chemically reduces, flagging diaphorase assay artifacts; Diaphorase/resazurin coupled assay, resorufin fluorescence, 16 min; stronger effect = higher value; 1 = vehicle wells, 0 = NADH-free wells; activation factor at 20 µM; 190,000 compounds, 0.005% hits; AID 1229;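 active = diaphorase activity raised at least twofold by the compound at 20 µM; inactive = activation factor below 2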
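Material: Clostridium kluyveri diaphorase, purified enzyme; Quantity: enzyme 0.07 U/mL final; Medium: HEPES pH 7.4 buffer with MgCl2 and Tween 20; Dosing: single compound dose of 20 µM, 1% DMSO final; Schedule: 16 min reaction at room temperature; Measured by: red resorufin fluorescence at 544/590 nm excitation/emission.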
PPARg SRC2 recr = agonists of SRC-2 recruitment by human PPARgamma | P37231 | PPARgamma LBD-SRC-2 recruitment, biochemical | activation, % at 8 µM | 200,000 compounds, 0.34% hits; in the data active = activation above about 22%;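 note: 0% = vehicle and 100% = reference agonist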
ROMK primary = modulators of human ROMK potassium channel | P48048 | AID 1918 | B-score at 10 µM | Tet-inducible ROMK, thallium flux fluorescence; actives lie on both sides | 130,000 compounds, 2% hits;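 active = signal ratio slope over the read window, or its plate-corrected B-score, at least 3 SD from the plate mean, either direction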;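 note: B-score of the F/F0 ratio slope over 7 to 12 s after thallium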
PPARg SRC1 recr = promotes SRC-1 coactivator recruitment by human PPARgamma. P37231. PPARgamma-SRC-1 coactivator recruitment biochemical assay. activation, % at 8 µM. 200,000 compounds, 0.41% hits. AID 631; in the data active = activation above about 19%;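 note: 0% = DMSO and 100% = reference agonist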
S1P3 antag = blocks the human S1P3 receptor; Q99500; inhibition, % at 4.98 µM; CHO S1P3 NFAT-BLA reporter, FRET fluorescence, antagonist mode; 170,000 compounds, 0.27% hits;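 active = inhibition above the plate cutoff, the mean inhibition of test wells on that plate plus 3 SD, cut at about 28% in these data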;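 note: cells challenged with S1P at its EC80 of 0.8 µM; blue over green emission ratio from cleaved BLA substrate after 4 h stimulation; 0% = S1P-stimulated wells and 100% = unstimulated DMSO-only wells; some compounds past the cut are filed as inactive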
Target sequence (Q99500 whole entry, looked up): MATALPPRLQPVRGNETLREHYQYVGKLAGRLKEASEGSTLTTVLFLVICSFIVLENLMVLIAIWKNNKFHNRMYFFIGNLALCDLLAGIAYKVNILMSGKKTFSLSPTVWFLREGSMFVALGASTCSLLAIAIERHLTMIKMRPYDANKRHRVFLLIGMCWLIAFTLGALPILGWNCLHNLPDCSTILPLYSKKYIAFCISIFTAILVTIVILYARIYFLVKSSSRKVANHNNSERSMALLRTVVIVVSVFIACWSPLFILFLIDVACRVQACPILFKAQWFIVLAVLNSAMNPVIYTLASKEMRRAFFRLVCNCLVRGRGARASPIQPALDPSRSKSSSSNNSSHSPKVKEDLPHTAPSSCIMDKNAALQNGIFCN
TR-FRET SRC-2 ct = counter-screen for PPARgamma SRC-2 recruitment agonists: TR-FRET artefact; stronger effect = higher value; TR-FRET ratio at 8 µM; 200,000 compounds, 0.4% hits; AID 1049; in the data active = TR-FRET ratio above about 2000; note: inactives centre near 1500
* hit, by the source's call; nt = not tested or not shown; & = joins results of further samples.

1: Cc1sc2nc(SCC(=O)N(CCO)CCO)n(C3CCCCC3)c(=O)c2c1C
2: COc1ccc(C(=O)C[n+]2ccc3c(c2)nnn3-c2ccccc2)cc1
3: O=C(/C=C/c1ccc(Cl)cc1Cl)N1CCc2ccccc21
4: COc1cc(O)ccc1/C=N/NC(=O)c1ccc([N+](=O)[O-])cc1
5: CC(C)(C)CN1CCNC(=O)C1CC(=O)NCCc1ccccc1F (centres undefined)
6: CC(=O)NCc1nc2ccccc2n1Cc1ccccc1C
7: CCOc1ccc(NC(=O)CN(C)S(=O)(=O)c2cccs2)cc1
8: O=c1c2c(nc3c(-c4cccc(Br)c4)c[nH]n13)CCCC2

Compound	1	2	3	4	5	6	7	8
Diaph inh CS	30	7	9	-1	13	10	8	11
PPARg SRC3 recr	5	3	3	3	8	-7	8	3
PMI act	1	1.1	1	1.2	1	1	0.9	1
G6PDH CS	4	5	8	2	14	16	0	-39
PMI act hi M6P	0.9	1	1	1.1	0.8	1	0.9	0.9
Diaphorase act	0.7	0.9	0.9	1	0.9	0.9	0.9	0.9
PPARg SRC2 recr	1	3	0	0	5	5	4	6
ROMK primary	-0.12	-0.25	nt	-1.1	0.8	nt	-2.3	nt
PPARg SRC1 recr	1	2	2	6	12	1	4	-1
S1P3 antag	12	-9	0	10	-12	-33	nt	-2
TR-FRET SRC-2 ct	1622	1547	1462	1499	1732	1518	1600	1575

9: CCOC(=O)N1CCOCCOCCN(C(=O)OCC)CCOCC1
10: Cc1ccc(Nc2nnc(SCC(=O)NCc3ccco3)s2)cc1
11: O=c1cc(CN2CC(O)Cc3ccc4ccccc4c32)nc2sccn12 (centres undefined)
12: CCOC(=O)c1sc(Nc2ccc(OCC)cc2)nc1C
13: O=C(NCCC1=CCCCC1)c1ccc(Cl)c(S(=O)(=O)Nc2ccccc2)c1
14: O=C(NN1C(=O)C2C3C=CC(C4CC34)C2C1=O)c1ccccc1Cl (centres undefined)
15: COC(=O)/C=C/COc1ccccc1[N+](=O)[O-]
16: CCOC(=O)Cn1c(=O)c2c(nc(Br)n2CC(=O)OCC)n(C)c1=O

Compound	9	10	11	12	13	14	15	16
Diaph inh CS	17	14	21	19	24	-1	-8	11
PPARg SRC3 recr	5	8	2	2	-9	-3	0	-4
PMI act	0.9	1	0.9	0.9	0.8	1	1.2	1
G6PDH CS	2	0	13	9	-11	-3	2	12
PMI act hi M6P	0.8	1	0.5	0.8	0.8	1.1	1.2	1
Diaphorase act	0.8	0.9	0.8	0.8	0.8	1	1.1	0.9
PPARg SRC2 recr	1	11	1	4	-7	-8	1	-3
ROMK primary	nt	nt	-1.2	-0.09	nt	0.63	-0.001	0.8
PPARg SRC1 recr	8	11	10	-2	2	0	6	3
S1P3 antag	-30	-17	-15	-5	nt	1	-18	-21
TR-FRET SRC-2 ct	1490	1622	1449	1378	1454	1450	1584	1740

17: Cc1ccc(C(O)(C(=O)NNc2ccc3ccccc3n2)c2ccc(C)cc2)cc1
18: CCOc1ccc(C2CC(c3ccc(CC)cc3)n3nc(N)nc3N2)cc1 (centres undefined)
19: Cc1ccc(NC2=NC(=S)N(CC#N)C23CCCCC3)cc1
20: O=C(NC1CCCCC1)c1cc([N+](=O)[O-])[nH]n1
21: O=c1c(Cc2c(F)cccc2Cl)c(O)ccn1CCCN1CCOCC1
22: COc1ccc(C)cc1S(=O)(=O)NCCC1=CCCCC1
23: C/C(=N\NC(=O)C(=O)Nc1ccc(C)cc1)c1ccncc1
24: COc1ccc(N2C(=O)CC(N3CCN(c4ccc(C(=O)c5cccnc5)cc4)CC3)C2=O)cc1 (centres undefined)

Compound	17	18	19	20	21	22	23	24
Diaph inh CS	5&-12	-10	7	13	-7	6	4	-4
PPARg SRC3 recr	0&-2	3	9	3	2	0	4	9
PMI act	1.1&1.2	0.9	1.1	0.8	1	0.9	1	1
G6PDH CS	-10&-2	14	5	16	8	4	-2	3
PMI act hi M6P	1.2&1.4	1	1.1	0.8	0.9	1	1.1	1
Diaphorase act	0.9&1.1	1.1	0.9	0.9	1.1	0.9	1	1
PPARg SRC2 recr	-3&2	5	7	11	-2	7	4	-9
ROMK primary	0.076	nt	-0.41	0.3	0.36	0.82	0.043	nt
PPARg SRC1 recr	4&-1	6	1	12	-9	3	11	3
S1P3 antag	-9&-6	0	nt	0	-21	nt	2	nt
TR-FRET SRC-2 ct	1575&1480	1578	1560	1625	1393	1565	1559	1522

25: CC(C)NC(=S)NN(c1ccccc1)c1ccccc1
26: COc1cccc(NC(=O)COc2ncnc3sc(C)c(C)c23)c1
27: O=C(Nc1cc(C(F)(F)F)ccc1-n1cncn1)c1ccc(Br)cc1
28: COCCCNC(=S)NC1CC2CCC(C1)N2Cc1ccccc1 (centres undefined)
29: Cc1noc(C)c1COc1cccc(C(=O)NCCc2c[nH]c3ccccc23)c1
30: C(#CCN1CCCC1)CC(c1ccccc1)c1ccccc1
31: CCN(CC(=O)Nc1ccc2c(c1)OC(F)(F)O2)Cc1nc2ccccc2c(=O)[nH]1
32: CCCN(CCC)C(=O)Cc1coc2ccc3ccccc3c12

Compound	25	26	27	28	29	30	31	32
Diaph inh CS	6	0	6	nt	10	12	5	20
PPARg SRC3 recr	1	3	3	0	-1	2	-2	-6
PMI act	1	0.8	0.9	nt	1	1	1	1
G6PDH CS	5	9	5	5	-5	10	6	1
PMI act hi M6P	1	0.9	0.9	nt	1	1	1	0.9
Diaphorase act	0.9	1	0.9	nt	0.9	0.9	1	0.8
PPARg SRC2 recr	-6	-2	3	3	2	3	3	2
ROMK primary	-0.18	-0.62	nt	0.84	-0.1	-2.1	-1.4	-0.35
PPARg SRC1 recr	2	2	2	6	4	1	-4	6
S1P3 antag	nt	nt	nt	1	-11	-1	nt	nt
TR-FRET SRC-2 ct	1625	1570	1582	1758	1707	1531	1414	1351

33: COc1ccccc1C/C(N)=N/OC(=O)COc1cccc(C)c1
34: O=C(Nc1cc(C(F)(F)F)ccc1N1CCOCC1)c1ccc(F)cc1
35: c1cncc(C(c2nnnn2C2CCCC2)N2CCCC2)c1 (centres undefined)
36: COc1ccc(NC2=CC(=O)N(C)C2=O)cc1
37: COc1ccc(Cc2nnc(-c3ccccc3)o2)cc1
38: Cc1ccc(NC(=O)CCN2CCN(C/C=C/c3ccccc3)CC2)cc1C
39: COC(=O)c1c(NC(=S)NN2CCN(C)CC2)sc2c1CCC(C)C2 (centres undefined)
40: O=C1OCCC1Sc1nnc(-c2ccccc2)o1 (centres undefined)

Compound	33	34	35	36	37	38	39	40
Diaph inh CS	16	15	16	9	10	1	10	4
PPARg SRC3 recr	-2	5	7	4	3	5	1	12
PMI act	0.9	0.9	0.9	0.9	0.9	1.2	0.8	1
G6PDH CS	4	1	4	2	8	1	2	10
PMI act hi M6P	0.9	1	0.9	0.5	0.9	1.1	0.9	1
Diaphorase act	0.8	0.9	0.8	0.9	0.9	1	0.9	1
PPARg SRC2 recr	-5	9	5	5	9	5	-5	10
ROMK primary	0.37	0.0098	0.53	-1.2	-1.1	-3.1*	1.1	nt
PPARg SRC1 recr	4	7	12	-1	2	4	5	6
S1P3 antag	5	nt	-27	-7	-9	-2	-6	-7
TR-FRET SRC-2 ct	1469	1600	1556	1544	1573	1719	1606	1611

41: CCN(CC)Cc1cc(C(C)=O)ccc1O
42: COc1cc(/C=N/N=C2/SCC(=O)N2c2ccc(O)cc2)ccc1O
43: O=C(O)CCCNC(=O)c1cncc(O)c1
44: CCOC(=O)Cc1csc(NC(=O)CSc2nc3cccnc3n2CC)n1
45: COC(=O)c1ccc(OCC(=O)Nc2nn(-c3ccccc3)nc2C(N)=O)cc1
46: CCOc1ccc(N2C(=O)Nc3ccccc3C2(O)C(=O)NCc2ccccc2)cc1 (centres undefined)
47: COc1ccc(C(CC(=O)O)NS(=O)(=O)c2ccc(C)cc2)cc1OC (centres undefined)
48: CC1(C)C(c2ccccc2)=NC(c2ccc(Br)cc2)N1O (centres undefined)
49: CC(=O)Nc1cccc(NS(=O)(=O)Cc2ccc(Cl)cc2)c1
50: S=C(c1ccc(N2CCOCC2)cc1)N1CCOCC1

Compound	41	42	43	44	45	46	47	48	49	50
Diaph inh CS	10	14	-11	20	16	10	16	8	9	14
PPARg SRC3 recr	-6	5	-4	2	2	0	-11	-1	6	-5
PMI act	1.1	1	1.1	0.9	0.9	1	1	1	0.9	0.8
G6PDH CS	13	-1	12	-1	-23	0	-2	13	9	36
PMI act hi M6P	1.1	1	1.1	0.7	1	0.9	1	1	1	0.8
Diaphorase act	0.9	0.9	1.1	0.8	0.8	0.9	0.8	0.9	0.9	0.9
PPARg SRC2 recr	-7	7	8	-4	11	-6	3	4	6	-1
ROMK primary	1.1	0.65	0.14	-0.17	0.026	0.37	nt	0.14	nt	nt
PPARg SRC1 recr	-6	1	1	11	5	-6	-9	-7	4	-1
S1P3 antag	nt	-9	nt	-6	15	-2	-5	16	8	-1
TR-FRET SRC-2 ct	1487	1392	1535	1702	1569	1459	1459	1442	1535	1446

Assay outcomes deposited in PubChem by several laboratories.
